# APJ ag = agonists of human APJ apelin receptor | CHO-K1 APJ PathHunter beta-arrestin, luminescence; 0% DMSO wells, 100% apelin | AID 2520 | 330,000 tested, 0.11% active | P35414 | activation, % at 20 µM;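 active = activation more than six SD over the plate average, tested at 20 µM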;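 note: 0% = DMSO alone and 100% = apelin-13 at 10 nM; some results filed as inactive read as strong as hits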
#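 Assay system – PathHunter CHO-K1 APJ (AGTRL-1) beta-arrestin reporter cells · Compound – one dose, 20 µM compound, 1% DMSO · Timing – compound 90 min 25 °C, reagent 1 h · Measured by – luminescence from split beta-galactosidase complementation, Galacton Star/Emerald II substrate · Measure – beta-arrestin recruitment to APJ as agonist activity, luminescent signal · Benchmarks – DMSO vs Apelin-13 10 nM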
# CXCR6 block = blocks human CXCR6 beta-arrestin recruitment | O00574 | CHO-K1 PathHunter CXCR6 beta-arrestin, luminescence | inhibition, % at 20 µM | 360,000 tested, 0.36% active | AID 602244; in the data active = inhibition above about 34%, passing the limit was not always enough;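 note: antagonist mode with CXCL16 agonist at 10 nM final; 0% = 10 nM CXCL16 with DMSO and 100% = unstimulated wells without agonist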
# APJ antag = APJ receptor antagonism; CHO-K1 APJ beta-arrestin complementation, luminescence; inhibition, % at 20 µM; 330,000 tested, 0.32% active;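 active = inhibition above about 40% at 20 µM, limit read from the data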;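 note: cells challenged with 10 nM apelin-13 agonist together with compound; plate controls were apelin-13 plus DMSO wells for no effect and DMSO wells lacking apelin-13 for full effect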
# tim10-1 inh = inhibits growth of tim10-1 mutant yeast | 330,000 tested, 2.2% active | S. cerevisiae tim10-1 ts strain growth, BacTiter-Glo, 24 h | AID 463190 | inhibition, % at 20 µM;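 active = inhibition of at least 40%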;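 note: mutant grown at 25 °C; 0% = DMSO wells with yeast and 100% = wells holding no yeast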
# tim23-1 inh = inhibits growth of tim23-1 mutant yeast | S. cerevisiae tim23-1 growth, BacTiter-Glo luminescence, 24 h | inhibition, % at 20 µM | AID 463212 | 330,000 tested, 1.3% active;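 active = growth inhibition of the mutant yeast at or above 50%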;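 note: temperature-sensitive mutant grown at 25 °C; plate controls were DMSO-treated mutant yeast for no effect and medium wells lacking yeast for full effect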
# Mdm2 MdmX PPI = inhibitors of human Mdm2/MdmX interaction; SaOS-2 split-luciferase Mdm2/MdmX complementation, luminescence; inhibition, % at 8 µM; 330,000 tested, 3% active; AID 485346;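 active = inhibition of at least 50% at 8 µM in the primary screen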
# Target sequence (O15151 whole entry, looked up): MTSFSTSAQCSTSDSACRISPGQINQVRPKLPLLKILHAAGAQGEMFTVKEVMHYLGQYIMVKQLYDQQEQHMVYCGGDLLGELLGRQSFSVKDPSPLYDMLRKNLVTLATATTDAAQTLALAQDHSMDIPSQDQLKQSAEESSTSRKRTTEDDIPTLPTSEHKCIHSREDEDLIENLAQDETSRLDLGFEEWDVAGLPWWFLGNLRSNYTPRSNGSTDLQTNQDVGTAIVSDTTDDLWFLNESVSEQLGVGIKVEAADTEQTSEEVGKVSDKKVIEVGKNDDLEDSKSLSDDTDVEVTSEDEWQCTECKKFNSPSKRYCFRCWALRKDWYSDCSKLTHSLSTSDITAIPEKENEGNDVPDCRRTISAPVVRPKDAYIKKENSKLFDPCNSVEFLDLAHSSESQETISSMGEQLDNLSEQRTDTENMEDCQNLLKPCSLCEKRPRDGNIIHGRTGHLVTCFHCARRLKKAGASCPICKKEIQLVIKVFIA
# Target sequence (Q00987 whole entry, looked up): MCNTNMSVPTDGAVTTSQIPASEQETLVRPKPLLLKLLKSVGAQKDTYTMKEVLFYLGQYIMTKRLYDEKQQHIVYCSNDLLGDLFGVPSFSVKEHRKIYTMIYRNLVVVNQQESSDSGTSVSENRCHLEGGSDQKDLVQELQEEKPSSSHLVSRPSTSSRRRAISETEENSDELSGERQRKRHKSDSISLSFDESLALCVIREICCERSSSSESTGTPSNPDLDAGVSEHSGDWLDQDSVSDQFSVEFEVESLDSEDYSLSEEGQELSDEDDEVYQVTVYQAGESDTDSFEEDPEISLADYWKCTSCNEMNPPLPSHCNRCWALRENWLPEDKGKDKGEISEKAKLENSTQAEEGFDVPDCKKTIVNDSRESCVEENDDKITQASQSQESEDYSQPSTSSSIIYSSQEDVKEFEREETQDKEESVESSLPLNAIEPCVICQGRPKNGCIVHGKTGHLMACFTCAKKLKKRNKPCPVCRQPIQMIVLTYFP
# TIM10 inh = TIM10 yeast growth inhibition; S. cerevisiae TIM10 strain growth, BacTiter-Glo luminescence, 24 h; inhibition, % at 10 µM; 330,000 tested, 1.4% active; AID 463195;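 active = inhibition of 40% or more at the single tested concentration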;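 note: wild-type TIM10 isogenic control strain grown at permissive 25 °C; 0% = DMSO yeast wells and 100% = minimal medium wells without yeast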
# UPR XBP1 act = activators of adaptive arm of unfolded protein response (XBP1); AID 463104; activation, % at 20 µM; CHO-XBP1 luciferase reporter, IRE1-XBP1 UPR activation, luminescence; percent of tunicamycin response, DMSO as zero; 330,000 tested, 0.33% active;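 active = versus positive control, 20 µM dose yields 30% or more activation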;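 note: 100% = tunicamycin at 10 µg/mL and 0% = DMSO only wells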
#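 Material: CHO-XBP1 cells stably carrying IRE1-XBP1-driven luciferase reporter / Amount: 1000 cells per well / Compound: 20 µM, 1% DMSO / Times: 6 h treatment, 37 °C / Detection: luciferase luminescence / Measure: % activation of reporter signal versus tunicamycin and DMSO controls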
# UPR CHOP act = apoptotic UPR (CHOP) activation; CHO-CHOP luciferase reporter, luminescence; percent of tunicamycin response over DMSO baseline; activation, % at 10 µM; 330,000 tested, 0.34% active;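 active = at 10 µM dose, activation of 40% or more, normalized to positive control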;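 note: 100% = tunicamycin at 10 µg/mL and 0% = DMSO alone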
#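 assay system = CHO CHOP reporter cells | amount = 500 CHO-CHOP cells per well | buffer or medium = F12 with 10% FBS | incubation = 16-18 h cell attachment, then 6 h compound exposure, 37 °C | detection = luminescence read with Steady-Glo | read-out = percent activation relative to tunicamycin control | controls = tunicamycin high control, DMSO low control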
# * = called active by the depositor. These rows are one share of the data (hit frequency here may not be typical).
# The opening 10 entries, ahead of the listing:
SMILES	APJ ag	CXCR6 block	APJ antag	tim10-1 inh	tim23-1 inh	Mdm2 MdmX PPI	TIM10 inh	UPR XBP1 act	UPR CHOP act
COc1cccc(-c2nnc(SCC(=O)OC(C)C)n2N)c1	0	-3	-18	5	3	-9	4	-2	-1.2
Cc1nc(SCC(=O)N2CCc3ccccc3C2)c2c(C)c(C)sc2n1	-2	-6	5	1	32	15	-29	2	-1.0
COc1ccc(S(=O)(=O)c2c(O)c3ccc(C(=O)Nc4ccccc4F)cc3[nH]c2=O)cc1	-1	3	8	-5	-7	0	-4	-2	3.7
CC1=CC(C)(C)N(C(=O)CSc2nccn2C)c2cc(C)ccc21	-2	-1	11	28	42	3	24	-2	-1.5
Cc1c(C(=O)Nc2ccc(S(=O)(=O)N(C)C3CCN(C)CC3)cc2)oc2c(Cl)cccc12	13	-12	0	28	11	88*	12	3	3.0
COc1ccc(OC)c(/C=N/NC(=O)c2ccc(N(C)S(=O)(=O)c3ccccc3)cc2)c1	-3	1	4	18	4	18	-3	1	-2.7
CC(=O)Nc1ccc(/C=C/c2ccc3c([N+](=O)[O-])cccc3n2)cc1	-3	-4	-33	12	-23	-51	-23	5	2.3
O=C(COc1ccc2ccc(=O)oc2c1)NC(Cc1ccc(Cl)cc1)C(=O)O (stereo unspecified)	-4	0	-11	5	11	-33	0	-3	2.4
COc1cccc(-c2nnc(NC(=O)c3cccc(F)c3)o2)c1	-1	39	2	16	18	26	12	5	3.0
COc1ccc(OC)c(NC(=O)c2ccccc2NC(=O)c2ccco2)c1	-4	3	12	1	0	12	5	-3	-1.9

# The list itself, previewed entries included:
SMILES	APJ ag	CXCR6 block	APJ antag	tim10-1 inh	tim23-1 inh	Mdm2 MdmX PPI	TIM10 inh	UPR XBP1 act	UPR CHOP act
COc1cccc(-c2nnc(SCC(=O)OC(C)C)n2N)c1	0	-3	-18	5	3	-9	4	-2	-1.2
Cc1nc(SCC(=O)N2CCc3ccccc3C2)c2c(C)c(C)sc2n1	-2	-6	5	1	32	15	-29	2	-1.0
COc1ccc(S(=O)(=O)c2c(O)c3ccc(C(=O)Nc4ccccc4F)cc3[nH]c2=O)cc1	-1	3	8	-5	-7	0	-4	-2	3.7
CC1=CC(C)(C)N(C(=O)CSc2nccn2C)c2cc(C)ccc21	-2	-1	11	28	42	3	24	-2	-1.5
Cc1c(C(=O)Nc2ccc(S(=O)(=O)N(C)C3CCN(C)CC3)cc2)oc2c(Cl)cccc12	13	-12	0	28	11	88*	12	3	3.0
COc1ccc(OC)c(/C=N/NC(=O)c2ccc(N(C)S(=O)(=O)c3ccccc3)cc2)c1	-3	1	4	18	4	18	-3	1	-2.7
CC(=O)Nc1ccc(/C=C/c2ccc3c([N+](=O)[O-])cccc3n2)cc1	-3	-4	-33	12	-23	-51	-23	5	2.3
O=C(COc1ccc2ccc(=O)oc2c1)NC(Cc1ccc(Cl)cc1)C(=O)O (stereo unspecified)	-4	0	-11	5	11	-33	0	-3	2.4
COc1cccc(-c2nnc(NC(=O)c3cccc(F)c3)o2)c1	-1	39	2	16	18	26	12	5	3.0
COc1ccc(OC)c(NC(=O)c2ccccc2NC(=O)c2ccco2)c1	-4	3	12	1	0	12	5	-3	-1.9
COc1ccccc1C(CNC(=O)CNC(=O)c1ccccc1Cl)N1CCCC1 (stereo unspecified)	-4	-3	6	-21	-63	14	-13	-2	-1.0
C=CCNc1nc(Nc2cc(Cl)ccc2OC)nc(OC)n1	-1	-10	0	16	0	15	0	-4	-0.4
CCOC(=O)C1CCN(C(=O)Cc2ccccc2OC)CC1	0	-1	-31	-20	-5	-6	-6	-2	-0.9
CCOC(=O)c1ccc(S(=O)(=O)N2CCN(C(=O)CSc3nc4ccccc4o3)CC2)cc1	-3	-6	-14	16	35	16	2	2	-2.3
CC(C)CCNC(=O)c1cccnc1Sc1ccccc1	-2	0	-6	21	16	10	5	2	1.6
O=C(Nc1ccc(Cl)cc1Cl)Nn1cnnc1	0	-2	8	-24	-15	9	-1	-3	2.0
Cc1ccccc1-n1cc(CNCc2c(C(=O)N(C)C)nc3ccc(Cl)cn23)cn1	-5	1	-2	17	4	8	4	-3	-0.1
COc1ccc(OC)c(-c2csc(NC(=O)CSc3ccc([N+](=O)[O-])cc3)n2)c1	0	-2	7	40	4	13	35	3	-0.9
O=[N+]([O-])c1ccc(-c2cnc3ccccc3n2)cc1	4	-6	-9	9	3	-13	10	0	5.1
CCCOc1ccc(C2NC(=S)NC(C)=C2C(=O)c2ccccc2)cc1OC (stereo unspecified)	-2	11	12	31	7	6	1	16	5.8
CCS(=O)(=O)N1Cc2ccccc2CC1C(=O)N(C)Cc1ccc(OC)c(F)c1 (stereo unspecified)	1	4	-4	3	12	-19	18	4	0.5
COc1cnc(-c2ccccn2)nc1NC(C)C	0	4	-7	18	9	79*	-35	6	1.8
COc1ccc(S(=O)(=O)N2CCOC23CCN(S(=O)(=O)c2ccc(F)cc2C)CC3)cc1	12	-5	-62	27	35	12	-4	-4	-0.7
N#CC1=C(N)OC2=C(C(=O)CCC2)C1c1ccc2c(c1)OCO2 (stereo unspecified)	-2	-1	-1	8	6	24	8	-2	0.4
O=C(CS(=O)(=O)c1cccc(Cl)c1)Nc1ccccc1Cl	-2	4	-15	9	21	8	7	2	-1.4
CCCCCCCCNC(=O)/C(C#N)=C/c1ccccc1[N+](=O)[O-]	-1	-3	-11	50*	83*	5	64*	-3	1.8
CS(=O)(=O)N1CCN=C1SCc1ccc(Br)cc1	-4	-9	0	27	22	-14	1	-9	2.2
CC(NC(=O)CN1CCN(CC(=O)Nc2ccccc2Cl)CC1)c1ccc(Br)cc1 (stereo unspecified)	-3	-6	4	8	22	19	11	-3	-0.3
CC(Sc1ccccc1)C(=O)Nc1ccc(S(=O)(=O)N2CCOCC2)cc1 (stereo unspecified)	-2	-4	-4	19	10	-1	26	0	-0.7
C=CC[C@]12CCc3ccccc3C1N(c1ccc(C(=O)OCC)cc1)C2=O (stereo partly specified)	0	14	11	4	11	4	-2	1	-0.8
CCN(CC(=O)NCc1cccs1)C(=O)c1cccc(S(=O)(=O)Nc2ccc(C)cc2)c1	-2	-2	2	6	17	3	12	-4	-0.5
CCOC(=O)C1(CC2CCCCO2)CCN(Cc2nccn2-c2ccc(OC)cc2)CC1 (stereo unspecified)	-1	0	0	14	3	15	19	-2	0.9
CC1CCCCC1n1c(-c2cccnc2)n[nH]c1=S (stereo unspecified)	0	2	4	24	3	5	5	2	-2.3
Cc1cc(NC(=O)CSc2nncc(=O)n2N)no1	-5	-5	-4	-1	11	-29	1	1	-0.4
COc1ccccc1CNC(=O)c1nn(C)c2c1CS(=O)(=O)c1ccccc1-2	-4	2	10	28	22	5	5	0	-0.4
CCOc1ccc(C(C)=O)cc1COc1ccc(-c2nnco2)cc1	2	0	-3	8	24	4	0	-2	-1.1
Cc1ccc(-c2ccccc2)n1-c1cccc(C(=O)O)c1	-2	-6	-7	-9	16	16	8	1	3.6
O=C(Cc1ncc(C(F)(F)F)cc1Cl)N1CCN(c2cccc(Cl)c2)CC1	-3	-1	2	43*	7	-3	0	-1	-3.2
Cc1ccc(F)cc1NCC(=O)Nc1ccc(Br)cc1	1	1	-13	-8	36	-22	8	1	6.6
O=C(CNC(=O)c1ccco1)OCc1ccccc1Cl	-1	6	10	-5	2	-1	-8	-3	1.4
N#Cc1ccc(Oc2ccc(S(=O)(=O)N3CCOCC3)cn2)cc1	-3	-1	-30	18	-11	23	6	3	0.3
CCOC(=O)CCN(c1ccccc1)S(=O)(=O)c1ccc(-c2ccc(=O)[nH]n2)s1	0	2	2	26	17	18	-6	0	0.5
Cc1cc(C)n(-c2n[nH]c(=O)c3ccccc23)n1	-3	8	-1	-3	9	10	-2	3	-1.1
O=C(N/N=C/c1coc2ccccc2c1=O)c1cc(O)cc(O)c1	-3	-9	-18	-2	12	17	3	-4	-1.2
Cc1ccc(CCNC(=O)CN(C)S(=O)(=O)c2ccc3c(c2)c(=O)n(C)c(=O)n3C)cc1	-3	-1	-56	4	16	3	2	-2	-1.9
COc1ccc(OCCCC(=O)Nc2cc(S(=O)(=O)N3CCCCC3)ccc2C)cc1	-3	6	17	2	17	4	2	-3	-1.2
CN(Cc1nccn1C)C(=O)CCc1nnc(CCC2CCCCC2)o1	-4	6	-2	15	2	24	3	2	-0.3
C=CCc1cccc(/C=N/NC(=O)C(=O)Nc2ccc(C)cc2)c1O	2	-1	-4	1	-5	4	-20	1	1.2
COc1cc(OC)cc(-c2c(C#Cc3ccsc3)c3cc(-c4ccc5cc[nH]c5c4)ccc3n2C)c1	0	-5	-2	9	6	18	5	-3	1.2
O=C(OCC(=O)N1CCc2ccccc21)c1n[nH]c(=O)c2ccccc12	-4	2	18	-1	-5	18	0	-2	1.5
Cc1c(O)ccc2c(CN3CCN(Cc4ccccc4)CC3)cc(=O)oc12	-6	-9	8	13	11	-9	0	2	-2.5
Cc1ccc(S(=O)(=O)Nc2cccc3c2CCCC3)cc1	6	-8	-20	20	38	-5	9	-1	-0.7
CCN(c1ccccc1)S(=O)(=O)c1cccc(C(=O)NCc2ccccc2CN2CCOCC2)c1	-4	6	1	-13	-4	5	-6	0	1.0
COc1ccc(CCNCC(O)Cn2ccc3ccccc32)cc1OC (stereo unspecified)	-4	1	-7	-19	15	12	-9	0	-0.4
S=c1nc2ccccc2c2nc(-c3ccccc3Cl)[nH]n12	-4	1	12	7	-24	5	-13	5	4.9
OC(COc1cccc2ccccc12)CN1CCN(c2ccc(Cl)cc2)CC1 (stereo unspecified)	-5	-21	-6	21	15	24	17	2	-1.2
CCOc1ccccc1N(CC(=O)NC1CCCCC1)C(=O)CNC(=O)c1ccco1	-2	-1	11	20	2	5	-11	-3	0.2
CCOC(=O)c1sc(NC(=O)/C=C/c2cnn(C)c2C)c(C(=O)OC(C)C)c1C	-1	2	7	17	31	13	14	2	1.5
